# TNAP inh hiacc – human TNAP enzyme inhibitors, primary screen, biochemical, luminescent, high phosphate acceptor level, uHTS. Alkaline phosphatase, tissue-nonspecific isozyme (Homo sapiens), P05186. purified TNAP, CDP-star luminescence, 1 M DEA. inhibition, % at 20 µM. actives 0.03% (n = 200,000). AID 1135, 2008;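 active means over 50% inhibition of tissue-nonspecific alkaline phosphatase at 20 µM in the single-dose screen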;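 further: plate controls were DMSO wells for no effect and EDTA-quenched wells as full inhibition for full effect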
# RAM network inh – inhibitors of the yeast RAM network, primary screen, dse1pr::URA3 reporter, 5-FOA selection | S. cerevisiae dse1pr::URA3 reporter, 5-FOA growth OD615, 2 d; analog-sensitive cbk1-as2 kinase mutant strain | inhibition, % at 50 µM | actives 1.8% (n = 190,000) | AID 868, 2007;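 active means inhibition above a set limit, 3 SD over mean compound inhibition, cut at about 8.4% in these data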;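 further: 0% = DMSO-only wells with no growth and 100% = 10 µM 1-NA-PP1 full growth; inhibition rescues growth on 5-FOA so higher OD means more RAM inhibition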
# PMI activator – activators of human PMI, primary screen, biochemical, fluorescence intensity, near-Km mannose 6-phosphate | Mannose-6-phosphate isomerase (Homo sapiens), P34949 | purified human PMI, coupled resazurin fluorescence, 20 min; stronger effect = higher value; 1 = vehicle control, 0 substrate-free wells | activation factor at 20 µM | actives 0.005% (n = 190,000) | AID 1214, 2008;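 active means activation factor of 2 or more at 20 µM, relative to plate controls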
# Target sequence (P34949 whole entry, looked up): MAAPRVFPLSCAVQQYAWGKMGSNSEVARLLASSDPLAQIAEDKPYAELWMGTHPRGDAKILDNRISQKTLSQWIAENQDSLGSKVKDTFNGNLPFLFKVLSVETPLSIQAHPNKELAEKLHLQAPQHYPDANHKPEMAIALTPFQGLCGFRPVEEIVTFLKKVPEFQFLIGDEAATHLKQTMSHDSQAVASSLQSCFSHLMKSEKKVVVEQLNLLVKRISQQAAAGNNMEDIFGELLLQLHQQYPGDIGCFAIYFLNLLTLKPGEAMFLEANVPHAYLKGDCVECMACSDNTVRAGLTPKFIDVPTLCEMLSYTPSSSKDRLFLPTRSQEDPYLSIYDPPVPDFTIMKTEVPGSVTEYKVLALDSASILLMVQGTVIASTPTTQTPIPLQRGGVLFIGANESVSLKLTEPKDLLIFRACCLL
# Efa HMGR inh – inhibitors of E. faecalis class II HMGR, primary screen, biochemical, Enterococcus faecalis | AID 1066, 2008 | purified E. faecalis HMGR, NADPH absorbance 340 nm kinetic | HMG-CoA reductase (Enterococcus faecalis, mvaE) | actives 0.41% (n = 190,000) | inhibition, % at 10 µM;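 active means inhibition above a set limit, the median over all tested compounds plus 3 SD, cut at about 9.5% in these data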;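 further: enzyme runs in reverse so mevalonate oxidation gives rising NADPH absorbance; 0% = complete reaction with DMSO and 100% = background rate lacking mevalonate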
# TNAP inh no acc – human TNAP enzyme inhibitors, primary screen, biochemical, luminescent, no phosphate acceptor, uHTS | Alkaline phosphatase, tissue-nonspecific isozyme (Homo sapiens), P05186 | AID 1012, 2008 | actives 0.26% (n = 200,000) | purified TNAP, CDP-star luminescence, 30 min | inhibition, % at 20 µM;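 active means tissue-nonspecific alkaline phosphatase inhibition above about 50% at 20 µM in the single-dose screen, limit read from the data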;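 further: 0% = DMSO negative control and 100% = EDTA positive control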
# S1P3 antag – S1P3 receptor antagonists, primary screen, cell-based; Sphingosine 1-phosphate receptor 3 (Homo sapiens), Q99500; inhibition, % at 4.98 µM; actives 0.27% (n = 170,000); CHO S1P3 NFAT-BLA reporter, FRET fluorescence, antagonist mode;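 active means inhibition above the plate cutoff, the mean inhibition of test wells on that plate plus 3 SD, cut at about 28% in these data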;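 further: cells challenged with S1P at its EC80 of 0.8 µM; blue over green emission ratio from cleaved BLA substrate after 4 h stimulation; 0% = S1P-stimulated wells and 100% = unstimulated DMSO-only wells; some compounds past the cut are filed as inactive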
# Target sequence (Q99500 whole entry, looked up): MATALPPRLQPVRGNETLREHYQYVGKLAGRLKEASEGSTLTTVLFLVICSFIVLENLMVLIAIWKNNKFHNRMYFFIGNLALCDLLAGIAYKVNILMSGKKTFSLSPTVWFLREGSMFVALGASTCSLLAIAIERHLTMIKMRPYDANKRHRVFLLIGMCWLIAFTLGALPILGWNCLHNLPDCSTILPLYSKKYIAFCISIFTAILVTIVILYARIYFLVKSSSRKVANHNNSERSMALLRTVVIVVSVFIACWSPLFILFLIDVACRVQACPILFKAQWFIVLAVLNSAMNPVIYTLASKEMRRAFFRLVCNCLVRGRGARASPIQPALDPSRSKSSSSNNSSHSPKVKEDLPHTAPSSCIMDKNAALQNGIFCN
# PMI act hi M6P – human PMI activators, high substrate, primary screen, biochemical, fluorescence intensity, near-saturating mannose 6-phosphate. Mannose-6-phosphate isomerase (Homo sapiens), P34949. coupled PMI enzyme assay, resazurin fluorescence, 20 min; stronger effect = higher value; 1 = untreated enzyme, 0 = substrate-free blank. actives 0.34% (n = 190,000). AID 1216, 2008. activation factor at 20 µM;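 active means activation factor of 2 or more at 20 µM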
#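 Material: human phosphomannose isomerase with PGI, G6PDH, diaphorase coupling enzymes; amount: PMI at 15 ng/mL final; also added: Mannose-6-phosphate 1.0 mM (near-saturating) plus 0.22 mM NADP+; incubation: enzyme reaction with compound 20 min at room temperature; signal: resorufin fluorescence (Ex 544/Em 590 nm) from resazurin via diaphorase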
# L major viab – Leishmania major promastigote growth inhibition, primary screen; Leishmania major promastigotes, resazurin fluorescence viability; inhibition, % at 10 µM; actives 9% (n = 200,000); AID 1063, 2008; in the data active means inhibition above about 50%;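 further: promastigotes grown with compound for 44 hours at 28 °C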
# DTT redox prof – compounds producing H2O2 with reducing agent – biochemical, NIH compound library profiling, artefact control for MLSCN library redox annotation, primary screen; activation, % at 10 µM; actives 0.03% (n = 200,000); DTT-dependent redox cycling H2O2, phenol red/HRP absorbance; 100% = 100 µM peroxide control, 0% = buffer;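 active means activation of at least 50% relative to the plate's high and low controls in the primary single-dose screen; inactive means activation below 50%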;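 further: compound incubated with DTT at 0.8 mM final as the reducing agent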
# Hsp70 act – Hsp70 transcriptional activators, primary screen, cell-based, HeLa, Hsp70 promoter luciferase, luminescence, 10 µM | HeLa Hsp70 promoter luciferase reporter; scaled: vehicle 0, proteasome-inhibitor control 100% | activation, % at 10 µM | actives 0.04% (n = 200,000);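 active means activation above the mean across all tested compounds plus 3 SD, cutoff set per campaign, cut at about 5.5% in these data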;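 further: 100% = MG132 at 30 µM as the positive control and 0% = DMSO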
# Numbers without * were called inactive; x = not tested or not shown. Compounds as they come, and some 12% of all compounds hit somewhere here.
SMILES	TNAP inh hiacc	RAM network inh	PMI activator	Efa HMGR inh	TNAP inh no acc	S1P3 antag	PMI act hi M6P	L major viab	DTT redox prof	Hsp70 act
CC(C)(CO)Nc1nc(N2CCCC2)nc(N2CCCC2)n1	0	1.7	1.1	1	-6	x	1.1	100*	21	-0.4
S=C(NCCCN1CCOCC1)Nc1ccc(Cl)cc1	-4	2.5	0.9	0	-7	-9	1	99*	0.1	-0.2
O=C(O)c1cn[nH]c1-c1cccc([N+](=O)[O-])c1	-3	1.0	1.2	-8	-9	-6	1	-7	8.5	0.0
O=C(c1cccs1)N1CCN(C(=O)c2ccco2)c2ccccc2C1	-6	-0.3	1.1	-4	-8	-15	1.1	-6	1.0	-0.2
COc1ccc2c(c1OC)C(=O)OC2CC(=O)O (centres undefined)	-6	0.8	1	-5	-7	x	1	-4	0.9	-0.3
COc1cc(/C=N\NC(=O)C2C(=O)NCC2c2ccccc2)cc(OC)c1O (centres undefined)	-8	-0.4	0.8	-4	-16	x	0.5	-1	-8.0	0.1
CNCC(O)CN1CCN(c2ccccc2OC)CC1 (centres undefined)	0	0.8	1.2	-5	-6	-8	1.2	-7	0.1	-0.2
O=C(c1ccc(Cl)cc1)c1cc([N+](=O)[O-])ccc1N1CCOCC1	2	-0.3	0.9	-4	-2	7	0.9	1	-0.4	-0.1
CC(C)NS(=O)(=O)c1ccc(CCC(=O)O)cc1	4	-0.8	1	-4	-16	-18	0.9	-7	0.6	0.1
CN(Cc1ccncn1)C(=O)CC1C(=O)NCCN1Cc1cccc(Oc2ccccc2)c1 (centres undefined)	-5	1.2	1	-2	-6	-2	0.8	95*	-0.6	-0.1
Cc1cc(C)cc(Oc2ccc(N)cc2)c1	1	0.5	0.9	0	0	19	0.9	4	3.3	-0.1
CC(=O)Nc1ccc(NC2=C/C(=N/S(=O)(=O)c3cccs3)c3ccccc3C2=O)cc1	18	8.0	0.9	-1	18	-19	0.5	100*	-0.7	-0.6
C=CCNC(=S)NC(=O)c1ccc(C)c(Br)c1	-4	-0.3	0.8	-4	-6	-11	0.9	14	-0.8	-0.3
O=C(CSc1nc(N2CCCCC2)nc(N2CCCCC2)n1)Nc1nccs1	-1	2.4	1	-4	0	32	1	5	0.5	-0.1
CCn1cc(C(=O)Nc2ccc(F)c(F)c2)cn1	-2	0.3	1.1	0	-7	-107	1	1	-1.1	-0.1

# Random excerpt: three records from the list, in no set order.
SMILES	TNAP inh hiacc	RAM network inh	PMI activator	Efa HMGR inh	TNAP inh no acc	S1P3 antag	PMI act hi M6P	L major viab	DTT redox prof	Hsp70 act
CCn1cc(C(=O)Nc2ccc(F)c(F)c2)cn1	-2	0.3	1.1	0	-7	-107	1	1	-1.1	-0.1
O=C(c1ccc(Cl)cc1)c1cc([N+](=O)[O-])ccc1N1CCOCC1	2	-0.3	0.9	-4	-2	7	0.9	1	-0.4	-0.1
O=C(CSc1nc(N2CCCCC2)nc(N2CCCCC2)n1)Nc1nccs1	-1	2.4	1	-4	0	32	1	5	0.5	-0.1

# Continuation:
SMILES	TNAP inh hiacc	RAM network inh	PMI activator	Efa HMGR inh	TNAP inh no acc	S1P3 antag	PMI act hi M6P	L major viab	DTT redox prof	Hsp70 act
Cc1cccc(-c2c3c(=O)n(C)c(=O)n(C)c3cn2CCO)c1	-3	-0.7	1.5	-3	-9	-8	1.7	-8	-0.5	-0.2
CC(C)c1nnc(SCC(=O)NCCC2=CCCCC2)n1N	-6	1.7	0.9	2	-15	x	1	-2	-17	-0.4
CCn1cc(Cl)c(C(=O)N2N=C3/C(=C/c4cccs4)CCCC3C2c2cccs2)n1 (centres undefined)	-3	10*	1	2	19	x	0.8	18	0.0	-0.2
Cc1[nH]c(=O)[nH]c(=O)c1S(=O)(=O)N1CCCC(C(=O)N2CCN(c3ccccc3Cl)CC2)C1 (centres undefined)	-4	3.0	0.9	2	-8	x	0.9	-2	-0.1	-0.2
Cc1nc2ncnn2c(C)c1Cc1ccccc1Cl	-1	-0.8	1	-2	-12	x	1	-3	-0.8	0.0
CCn1c(SCc2cccc(C(F)(F)F)c2)nnc1-c1ccco1	2	9.6*	1.4	-4	-6	7	1.3	3	0.0	-0.4
OCC1(CCc2ccccc2)CCN(Cc2ccccc2Cl)CC1	-9	0.8	1.1	1	-2	15	1.1	57*	-1.3	-0.1
Cc1ccc2[nH]c3c(c2c1)CN(C(=O)CN1CCN(c2ccccc2)CC1)CC3	-7	2.3	1	2	-4	-3	0.8	69*	2.9	-0.4
COC(=O)c1cc(-c2ccc(Br)cc2)n[nH]1	0	2.0	1	-2	79*	x	1	-4	0.1	-0.2
CCN(CC)CCN1C(=O)C(O)=C(C(C)=O)C1c1ccc(OC)c(OC)c1 (centres undefined)	1	2.6	1.1	-9	-4	x	1.2	-5	-1.0	-0.2
CCOc1ccc(Br)cc1S(=O)(=O)Nc1cccc(S(=O)(=O)N(C)c2ccccc2)c1	2	4.2	0.8	-1	-13	-16	0.9	32	-0.4	-0.4
Cc1cccc(NC(=O)NNS(=O)(=O)c2ccc(F)cc2)c1	-4	2.2	1.2	-4	-4	3	1.2	-7	0.5	-0.3
C#CCSc1[nH]c(=O)cc(C)c1C#N	-6	3.4	x	-4	-8	-13	x	-7	-1.1	0.0
COC(=O)c1ccc(CSc2n[nH]c(=S)s2)o1	6	-0.5	1.1	-1	-13	x	1.5	-8	0.2	0.0
C=CCNC(=S)NNC(=O)c1csc(C)c1CC	-5	3.0	1	-2	-5	x	1.1	-5	-1.6	-0.5
Cc1cc2c(C)nc(Cc3ccccc3)nc2o1	-6	0.0	0.9	-3	-14	x	0.9	1	1.1	-0.3
CSc1ccccc1NC(=O)CN(C)CC(=O)Nc1cc(C)ccc1C	3	0.4	0.9	-11	-15	4	0.9	0	-0.3	-0.3
O=S(=O)(NCc1ccccc1Br)c1cccs1	-2	0.2	1	0	12	2	1	3	1.7	-0.1
O=C(CSc1nnc(-c2cc3ccccc3cc2O)n1Cc1ccco1)c1ccc(F)cc1	-4	8.4*	1	3	-4	-4	1	30	4.0	-0.6
CC(C)CNC(=O)COc1cccc(C(=O)NCc2ccccc2)c1	2	0.0	1	3	-10	-4	1	52*	0.1	-0.4
O=C(c1cc(F)ccc1F)C1CCCN(C(=O)CSc2ccccn2)C1 (centres undefined)	-9	2.2	0.9	-5	-4	9	0.9	14	-1.1	-0.2
CCOc1c(Br)cc(CNc2ncn[nH]2)cc1OC	-4	2.4	0.9	-2	-3	34	1	3	1.6	-0.2
CCOc1ccc(C2=Nn3c(nnc3-c3cccnc3)SC2)cc1	-8	2.9	1	5	10	x	1	7	0.0	0.1
COC(=O)c1ccccc1S(=O)(=O)N1CCC(C(=O)OCC(=O)NCC(F)(F)F)CC1	-1	-0.4	1.1	-11	-10	3	1	-5	0.3	0.1
CCOC(=O)N1CCN(CC(=O)n2c(C)c(C)c3ccccc32)CC1	-6	0.7	1	-1	0	-19	1	10	-1.2	0.2
COc1ccc(CC(=O)N2CCN(C(=O)c3ccco3)CC2)cc1	-3	3.8	0.9	-5	-10	1	0.9	-4	2.8	-0.4
Cc1cn(S(=O)(=O)c2cc(Br)ccc2Br)cn1	-6	0.5	1.1	1	-8	2	1	26	-0.2	-0.2
COc1ccc2c(c1)O[C@H](c1ccc3c(c1)OCO3)[C@@H](OC(=O)N[C@H](C)C1CCCCC1)C2=O	-2	4.4	0.9	-1	-10	-11	0.9	15	0.6	0.0
Cc1nn(Cc2ccc(F)cc2)c(C)c1NC(=O)c1cc(-c2ccc3c(c2)OCO3)on1	-2	1.9	0.9	0	-11	6	0.9	21	-0.5	-0.2
COc1cc(NC(=O)c2cc(Br)cc(C)c2OC)ccc1NC(=O)C(C)C	-6	7.2	1	-4	-9	4	1	-1	-0.1	-0.2
COc1cccc(NC(=O)CSc2nnc(Cn3c(=O)sc4ccccc43)n2C)c1	1	3.8	0.9	-4	-4	-13	0.9	-9	-0.3	0.1
NC(=O)CC[C@@H]1NC(=O)[C@H](CO)NC(=O)c2cc([N+](=O)[O-])cc(I)c2OCC[C@@H](C(N)=O)NC1=O	-5	0.8	1.2	4	-11	-16	1.2	-9	0.4	-0.1
O=C(Nc1nc(-c2ccccc2)cs1)Nc1ccc(F)cc1F	-6	3.8	1.1	-1	-7	-9	1.1	20	0.2	-0.2
CCCCOC(=O)CNc1nnc(SCC(=O)OCC)[nH]c1=O	-3	1.1	0.9	2	-19	-4	0.9	-12	0.2	-0.3
O=C(Nc1ccc(S(=O)(=O)N2CCCCCC2)cc1)c1ccc(Br)o1	-3	2.6	0.9	-1	3	17	0.8	5	0.6	-0.4
O=C(Cc1ccc(Cl)cc1Cl)OCC(=O)c1ccc[nH]1	-6	1.2	1	-2	-21	x	1	0	2.8	-0.2
CC1CCCN(C(=O)C(C)Nc2cc(Cl)ccc2N2CCOCC2)C1 (centres undefined)	-6	0.8	0.9	-3	-14	-12	0.7	0	-0.2	-0.2
CC(C(=O)Nc1sc2c(c1C#N)CCCCC2)N1C(=O)c2ccccc2C1=O (centres undefined)	-3	2.6	0.9	-5	-6	4	0.9	10	-0.1	0.3
Cc1cc(C)n(-c2cccc(CN(C)Cc3nc(-c4cnccn4)no3)c2)n1	-2	0.0	0.9	-5	-5	-13	1	-1	-0.1	-0.3
Cc1occc1-c1nnc(SCC(=O)NCCc2ccccc2)n1C(C)c1ccccc1 (centres undefined)	-5	5.5	1	-1	-5	-24	0.9	3	-2.0	-0.2
COC(=O)Nc1ccc(S(=O)(=O)N2CCCC(C(=O)Nc3cccc4c3OCCO4)C2)cc1 (centres undefined)	-7	1.1	0.9	-8	-12	11	1	1	-2.3	-0.1
N=c1c2c3c(sc2ncn1Cc1ccccc1)CCCC3	-5	1.2	1	4	-4	7	0.9	92*	x	-0.1

# Compound activity (PubChem BioAssay)
